KB-3-1 cytotox – kills parental KB-3-1 adenocarcinoma cells; Potency, µM (doses to about 46.1 µM), without a hit: at the highest dose activity change, negative = cytotoxic, actives largely listed as cytotoxic; KB-3-1 viability, CellTiter-Glo ATP luminescence, 72 h; actives 1.4% (n = 400,000); note: potency is the fitted concentration of half-maximal effect; % is set by controls: 0 for no effect and ±100 for the full control effect; nearly all actives have a fitted effect of over 60% in size
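Luminescent ATP read-out (CellTiter-Glo) measures survival of drug-naive KB-3-1 cells after 72 h compound exposure at 37 °C. Titration series was screened from lowest to highest concentration, with DMSO vehicle plates as background controls.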
D3 ag – agonists of human D3 dopamine receptor. actives 0.58% (n = 410,000). max activation, %. P35462. D3R DiscoveRx beta-arrestin cells, luminescence, 90 min; in the data active = max activation above about 30%; note: 0% is about no effect; mostly tested at two doses, the higher about 12 µM
Target sequence (P35462 whole entry, looked up): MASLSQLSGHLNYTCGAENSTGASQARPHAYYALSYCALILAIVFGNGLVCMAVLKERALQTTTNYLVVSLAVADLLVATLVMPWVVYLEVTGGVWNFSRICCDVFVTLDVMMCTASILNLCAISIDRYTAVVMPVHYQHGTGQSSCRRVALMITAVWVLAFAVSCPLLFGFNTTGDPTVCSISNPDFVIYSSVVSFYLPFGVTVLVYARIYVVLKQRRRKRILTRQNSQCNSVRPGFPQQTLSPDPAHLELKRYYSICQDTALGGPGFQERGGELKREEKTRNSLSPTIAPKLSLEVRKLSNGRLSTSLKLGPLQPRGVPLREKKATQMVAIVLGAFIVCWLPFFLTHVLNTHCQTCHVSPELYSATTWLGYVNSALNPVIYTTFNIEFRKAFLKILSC
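Agonist mode: compounds and dopamine controls were applied to plated cells for 90 min at 37 degrees C after an overnight attachment at 1500 cells/well. Luminescent read-out followed 30 - 60 minutes at room temperature with DiscoveRx detection reagent.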
GLP-1R agonist – GLP-1 receptor (human) agonism. P43220. HEK293 GLP-1R CRE-luciferase, luminescence, 4-6 h; cells express a hypersensitive GLP-1R form. Potency, µM (highest dose often 45.6 µM), for inactives: at the top dose activation, hits mostly activators. actives 0.007% (n = 380,000); note: potency is the fitted concentration of half-maximal effect; % of control where 0% means no effect
Target sequence (P43220 whole entry, looked up): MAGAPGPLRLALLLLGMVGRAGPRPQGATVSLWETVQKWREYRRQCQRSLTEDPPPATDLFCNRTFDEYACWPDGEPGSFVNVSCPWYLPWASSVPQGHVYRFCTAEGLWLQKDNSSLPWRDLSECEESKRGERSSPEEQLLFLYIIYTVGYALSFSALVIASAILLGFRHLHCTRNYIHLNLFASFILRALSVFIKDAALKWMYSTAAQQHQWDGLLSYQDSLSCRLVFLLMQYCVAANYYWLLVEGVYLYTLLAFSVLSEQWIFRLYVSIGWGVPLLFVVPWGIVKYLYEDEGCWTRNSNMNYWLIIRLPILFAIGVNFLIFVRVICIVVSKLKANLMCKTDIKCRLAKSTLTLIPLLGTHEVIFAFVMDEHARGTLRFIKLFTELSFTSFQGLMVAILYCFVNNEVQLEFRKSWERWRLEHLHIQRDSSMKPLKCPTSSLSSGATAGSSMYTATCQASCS
HT1080NT lethal – kills 2HG-producing HT-1080-NT fibrosarcoma cells. HT-1080-NT fibrosarcoma viability, CellTiter-Glo ATP luminescence, 48 h. Potency, µM (doses to about 46.1 µM), without a hit: top-dose activity, negative = less viability, hits mostly cytotoxic. actives 1.6% (n = 360,000). AID 686970;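 note: NT is the 2HG producing partner of a matched IDH1 knockdown line; potency is the fitted concentration of half-maximal effect; 0% = DMSO-treated cells and -100% = media-only wells without cells; nearly all actives have a fitted effect of over 55% in size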
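Compounds were tested in concentration-response format on HT-1080-NT cells for 48 hours at 37 degrees C. Cell viability came from CellTiter-Glo luminescence; curves were classified by r2, response magnitude and activity.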
IL1B secr inh – inhibitors of inflammasome signaling (IL-1 beta secretion) | activity change, % at 57.5 µM | actives 4.7% (n = 360,000) | THP-1 LPS/ATP IL-1B secretion, AlphaLISA, 16 h; stronger effect = lower value; in the data active = activity change below about -50%; inconclusive = mostly about -30% to -49%; note: % is set by controls: 0 for no effect and ±100 for the full control effect
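THP-1 cells pretreated 1 hr with compounds (up to 57.5 uM final), then stimulated with LPS (250 ng/mL final) plus ATP (1.25 mM final); secreted IL-1B measured by AlphaLISA after 16 hr, decreased signal indicating inhibition.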
KB-V1 MDR tox – kills drug-selected multidrug resistant KB-V1 cells; KB-V1 MDR cells viability, CellTiter-Glo, 72 h; Potency, µM (highest dose often 46.1 µM), for inactives: top-dose activity change, negative = cytotoxicity, hits mostly cytotoxic; actives 3.4% (n = 400,000); note: potency is the fitted concentration of half-maximal effect; % is set by controls: 0 for no effect and ±100 for the full control effect; nearly all actives have a fitted effect of over 60% in size
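KB-V1 cells (P-gp-expressing MDR subline of KB-3-1) in phenol-red-free DMEM with 10% FBS were exposed to library compounds over a concentration series for 72 h at 37 degrees C. Viability read by CellTiter-Glo luminescence; concentration-effect curves fitted after normalization.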
HT1080 IDH1KD tx – HT-1080 IDH1 knockdown cell toxicity (counter line). HT-1080 IDH1 knockdown viability, ATP luminescence, 48 h. Potency, µM (highest dose often 46.1 µM), without a hit: at the highest dose activity, negative = toxicity, usual class: cytotoxic. actives 2% (n = 360,000);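 note: potency is the fitted concentration of half-maximal effect; 0% = DMSO wells and -100% = cell-free medium wells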
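CellTiter-Glo luminescence after 48 h compound exposure at 37 degrees C of IDH1-knockdown HT-1080 cells in 5% FBS RPMI. %Activity scaled between DMSO wells and cell-free media wells, with curves fitted and assigned curve classes.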
D3 antag – antagonists of human D3 dopamine receptor. P35462. actives 2.5% (n = 360,000). D3R cells, DiscoveRx beta-arrestin luminescence, antagonist mode; stronger effect = lower value. max response, negative = inhibition, %; in the data active = max response below about -50%; inconclusive = no clear call, values can overlap the other calls; note: % is set by controls: 0 for no effect and ±100 for the full control effect; mostly tested at two doses, the higher about 12 µM
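Cells plated overnight at 1500 cells/well, then exposed to library compounds with dopamine controls for 90 minutes at 37 degrees C. DiscoveRx reagent added for 30–60 minutes at room temperature; luminescence read, quantitative HTS format.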
SW480 rerep – induces DNA re-replication in SW480 colon adenocarcinoma cells. actives 1.8% (n = 340,000). AID 624297. Potency, µM (series often up to 46.1 µM), inactives show top-dose re-replication activation, actives largely listed as activators. SW480 DNA re-replication, Hoechst DNA content imaging, 48 h; note: potency is the fitted concentration of half-maximal effect; % of control where 0% means no effect; nearly all actives have a fitted effect of over 55% in size
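Per well, 250 cells were exposed to pinned compound for 48 hr. Nuclear DNA was visualised with Hoechst (40 min, 37 C) and total object intensity recorded by fluorescence scanning.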
* = called active by the depositor; ? = inconclusive; . = not tested or not shown; [ ] = dose if it differs, or a comment. Unless noted, calls come from the whole dose curve; as a rule, active = well fitted curve in the direction sought with a large enough effect; inconclusive = small, poorly fitted or top-dose-only effect, or another doubt; inactive = no such curve, though single readings can be large; an effect the other way counts as inactive or inconclusive.

Value order: KB-3-1 cytotox | D3 ag | GLP-1R agonist | HT1080NT lethal | IL1B secr inh | KB-V1 MDR tox | HT1080 IDH1KD tx | D3 antag | SW480 rerep
#1 O=C(N/N=C/c1cccnc1)c1cccc(NC(=O)c2ccccc2Cl)c1
  9.0% | -6.8 | 10.5% | 3.0% | -4.2 | 24.0% | 11.6% | -6.5 | 1.5%
#2 Cc1ccc(C)c(NC(=O)CSc2nnc(-c3ccco3)o2)c1
  ? | 2.6 | -13.7% | 18.5% | 3.3 | -6.5% | 7.5% | 6.7 | 0.3%[9.22 µM]
#3 CN1CCc2c(sc3c2C(=O)NC(/C=C/c2ccco2)N3)C1 (configuration not stated)
  15.7% | -5.4 | -5.3% | 1.0% | -0.3 | -9.7% | 0.5% | -29.9 | -0.9%
#4 NC1=NC(c2ccc(Cl)cc2)n2c(nc3ccccc32)N1 (configuration not stated)
  -3.3% | 4.8 | -3.8% | -8.0% | -14.5 | -5.4% | -3.5% | -5.0 | -2.3%
#5 CCn1c(CCc2ccccc2)nnc1SCC(N)=O
  2.1% | 5.7 | 2.6% | 0.4% | 0.8 | 2.9% | 3.3% | 5.2 | 4.7%
#6 CCOc1ccccc1NS(=O)(=O)c1csc(C(N)=O)c1
  3.8% | 12.3 | 1.3% | -1.3% | 44.4 | 0.0% | 10.0% | 1.0 | 0.6%
#7 COc1ccc(C(=O)OCn2nnc3ccccc3c2=O)cc1OC
  -2.6% | -5.6 | 6.3% | -6.6% | 7.9 | 0.0% | -25.8% | 1.3 | 3.5%
#8 O=C(NCc1ccccc1)c1cncc(Br)c1
  -1.0% | -17.4 | -2.9% | -11.3% | -0.8 | -4.8% | -11.2% | -5.1 | 0.7%
#9 Nc1ncnc(Oc2cccc3cccnc23)c1[N+](=O)[O-]
  -1.8% | -8.6 | 6.6% | -26.2% | -0.8 | 6.2% | -6.8% | -12.0 | ?
#10 Cc1cc(N/N=C/c2ccccc2O)nc(-c2ccccc2O)n1
  5.7% | -1.5 | -1.6% | -21.9% | 0.5 | -14.1% | -15.1% | -131.4* | -5.8%
#11 COc1ccccc1Nc1nc(N)nc(N)c1S(=O)(=O)c1ccccc1
  -5.3% | -6.9 | -7.8% | . | . | -17.8% | . | . | .
#12 COc1ccc(/C=C(\C#N)C(=O)c2c(C)[nH]c3ccccc23)cc1OC
  0.3% | -3.8 | 5.9% | -1.6% | 46.5 | ? | 0.3% | 1.8 | -3.6%
#13 O=c1cc(-c2ccccc2)nc(N2CCCCC2)[nH]1
  1.1% | -13.2 | 5.7% | -1.7% | 0.0 | 0.0% | 1.8% | -15.9 | -1.4%
#14 CCCS(=O)(=O)c1cn2cccc(N)c2c1S(=O)(=O)CCC
  -0.4% | -1.9 | -8.1% | -3.3% | 12.1 | -4.4% | -8.9% | -19.5 | -0.7%
#15 COc1ccc(/C=C/c2cc(C(F)(F)F)[nH]c(=O)n2)cc1OC
  ? | 11.9 | -0.2% | -5.8% | -95.7* | -0.2% | -28.3% | -15.9 | 16.4µM*
#16 COc1ccccc1CNC(=O)CCn1c(=O)oc2ccccc21
  2.6% | 8.3 | 1.5% | -2.3% | -16.5 | -4.2% | 0.9% | -15.4 | 0.2%
#17 CCOC(=O)c1ccc(N2C(=O)c3[nH]nc(-c4ccc(C)cc4)c3C2c2ccc(O)c(OCC)c2)cc1 (configuration not stated)
  ? | -2.2 | -5.0% | . | . | ? | . | . | .
#18 Cc1cc(=O)oc(C)c1C(=O)NC1CC(C)(C)NC(C)(C)C1
  -8.5% | -3.7 | -0.8% | -0.4% | 5.7 | 12.7% | 2.5% | -75.7* | -2.5%
#19 Cc1ccc(C)c(-n2c(C)cc(/C=N/NC(=O)c3c(C)nc4cc(C)ccn34)c2C)c1
  10.6% | 14.6 | 5.8% | 1.1% | 0.0 | -20.2% | ? | ? | -1.5%
#20 COc1ccc(/C=N/n2c(COc3ccccc3)n[nH]c2=S)cc1OC
  11.0% | -4.1 | 32.2% | -0.5% | 33.6 | -6.6% | -3.5% | -11.7 | -2.3%
#21 CCc1ccc2oc(C(=O)NC3CCS(=O)(=O)C3)cc(=O)c2c1 (configuration not stated)
  11.1% | 1.2 | 8.7% | ? | 2.4 | 24.8% | 17.8% | 3.7 | -3.0%
#22 COc1c2c(cc3oc(=O)ccc13)OC(C)(C)C=C2
  6.4% | 6.5 | ? | 0.0% | 10.0 | 3.2% | -4.8% | 10.7 | -3.0%
#23 O=C(c1ccccc1F)N1CCCc2ccccc21
  1.5% | -2.7 | -3.4% | -2.1% | 2.5 | 3.1% | 2.3% | 5.8 | -14.2%
#24 CC(C)c1cc(C(C)C)n2nc(N)nc2n1
  1.8% | 2.1 | -3.5% | 0.2% | 14.7 | 0.0% | 0.0% | 1.1 | -0.4%
#25 COCCNC(=O)CN(c1cc(C(F)(F)F)ccc1Cl)S(C)(=O)=O
  -1.7% | 2.1 | -5.1% | 3.7% | 0.0 | -0.6% | 21.6% | 7.4 | 7.5%
#26 COc1ccc(-c2nc(C#N)c(N3CCCCCC3)o2)cc1OC
  -18.7% | 14.9 | ? | -3.2% | -29.9 | 8.2µM* | -3.7% | 6.0 | 4.3%
#27 Cc1ccc2c(c1)c1c(n2CC(O)CNC(CO)(CO)CO)CCCC1 (configuration not stated)
  -10.0% | 5.0 | -6.9% | -6.8% | -25.9 | 2.6% | -21.7% | 21.5 | 8.2%
#28 COC(=O)c1c(-c2ccc(F)cc2)noc1N
  17.0% | 6.7 | -6.0% | 6.1%[9.24 µM] | -7.7 | 21.8% | 11.2µM* | -16.3 | ?
#29 Cc1ccccc1Cn1c(NC2CCCC2)nc2c1c(=O)[nH]c(=O)n2C
  9.7% | -3.3 | 11.1% | 9.8% | 0.0 | 15.6% | 15.0% | -14.2 | -1.3%
#30 CCOC(=O)c1c(NC(=O)CSc2nnnn2C)sc(CC)c1C
  -19.0% | -1.0 | 27.4% | -4.5% | -25.6 | ? | -44.0% | -13.7 | -0.5%

Part of the list above with just KB-V1 MDR tox, GLP-1R agonist and IL1B secr inh:
entry	SMILES	KB-V1 MDR tox	GLP-1R agonist	IL1B secr inh
16	COc1ccccc1CNC(=O)CCn1c(=O)oc2ccccc21	-4.2%	1.5%	-16.5
17	CCOC(=O)c1ccc(N2C(=O)c3[nH]nc(-c4ccc(C)cc4)c3C2c2ccc(O)c(OCC)c2)cc1 (configuration not stated)	?	-5.0%	.

Further records:
Value order: KB-3-1 cytotox | D3 ag | GLP-1R agonist | HT1080NT lethal | IL1B secr inh | KB-V1 MDR tox | HT1080 IDH1KD tx | D3 antag | SW480 rerep
#31 Cn1c(=O)oc2cc(S(=O)(=O)NCCC(=O)N3CCN(c4ccccc4F)CC3)ccc21
  -5.3% | 3.0 | -0.7% | -1.0% | 0.0 | 7.0% | 1.4% | 2.2 | -4.7%
#32 COc1ccc(NC(=O)C(NC(=O)OC(C)(C)C)C(C)OCc2ccccc2)cc1 (configuration not stated)
  -0.1% | -6.2 | -7.2% | -28.2% | 17.3 | 4.11µM* | ? | 17.7 | -1.2%
#33 COc1ccc(S(=O)(=O)NC(CC(=O)NCCc2ccc(OC)c(OC)c2)C(C)C)cc1 (configuration not stated)
  1.5% | 0.4 | 5.0% | 11.5% | 0.0 | -15.5% | 9.1% | 5.1 | 3.2%
#34 CC(C)C(=O)Nc1cccc(C(=O)OCC(=O)c2ccc(Cl)cc2Cl)c1
  0.4% | 30.5* | 1.3% | -0.5% | -1.9 | 14.6µM* | 0.0% | 44.2 | 2.9%
#35 N#Cc1cnn(-c2ncnc3sc4c(c23)CCCC4)c1N
  ? | 0.7 | 3.5% | -1.3% | -1.5 | ? | 1.4% | 3.3 | 2.0%
#36 CC(C)Cn1c(=O)n(C)c(=O)c2[nH]cnc21
  0.0% | 3.6 | ? | 16.1% | -2.7 | 14.8% | 2.7% | 16.6 | ?
#37 CCOC(=O)/C(C#N)=C/c1cn(CCC(=O)O)nc1-c1cccc(Br)c1
  17.3% | -0.7 | 4.9% | 0.0% | 9.1 | -7.3% | -2.1% | 9.0 | 1.1%
#38 CC(C)OCCCNC(=O)c1c(N)n(/N=C/c2cccs2)c2nc3ccccc3nc12
  7.7% | 4.2 | -0.2% | 17.4% | -28.6 | ? | 5.4% | 25.5 | ?
#39 CCN(CC(=O)NCc1ccc(Cl)cc1)C(=O)/C=C/c1ccccc1
  0.4% | 6.0 | 8.9% | -0.6% | -22.5 | -15.6% | 0.8% | 4.7 | -1.8%
#40 CCOc1ccc(CCNC(=O)C2CCCN2C(=O)OCc2ccccc2)cc1OCC (configuration not stated)
  -4.2% | -1.2 | 12.7% | -0.5% | 2.5 | -0.1% | -0.4% | -26.4 | ?
#41 O=C(CCC(=O)c1cccs1)OCc1ccc([N+](=O)[O-])cc1
  -14.4% | 2.7 | 5.0% | 0.3%[9.24 µM] | 7.5 | 17.3% | 4.4% | -1.8 | -3.9%
#42 CN(CC(=O)Nc1ccc(F)cc1)C(=O)CCc1ccccc1
  12.2% | 6.6 | 4.3% | 0.2% | -5.4 | -1.8% | 2.5% | 9.5 | -5.2%
#43 O=C(c1ccc(-c2nnc(Nc3ccccc3)c3ccccc23)cc1)N1C[C@H]2C[C@H](C1)c1cccc(=O)n1C2
  18.3% | 0.4 | 0.0% | 3.4% | -8.2 | -12.1% | 0.3% | -15.7 | -5.2%
#44 Cc1nnc(SCc2ccc(F)cc2)s1
  4.0% | -2.5 | 2.8% | 10.3% | -16.6 | 14.5% | 5.9% | 1.9 | 0.2%[9.22 µM]
#45 Cc1cccc(-n2ncc3c(Nc4ccc(F)cc4)ncnc32)c1
  6.5% | -5.2 | -3.0% | 1.0% | ? | -0.8% | -7.6% | 3.3 | -3.9%
#46 O=C(O)c1ccc(Br)c(S(=O)(=O)N2CCCC2)c1
  -13.5% | -9.6 | -7.7% | 6.8% | -11.4 | -11.9% | -1.2% | -23.4 | 3.3%
#47 Cc1ccc(-c2nn(-c3cc(Cl)ccc3[N+](=O)[O-])c(=O)c3ccccc23)cc1
  4.4% | -6.1 | 3.9% | 1.5% | -14.0 | 10.4% | -5.5% | ? | 12.3%
